TDP1 cell noCPT = qHTS for Inhibitors of human tyrosyl-DNA phosphodiesterase 1 (TDP1): qHTS in cells in absence of CPT; DT40 Tdp1-/- hTDP1 cells, no CPT, ATP luminescence, 48 h; Potency, µM (series often up to 46.2 µM), for inactives: at the highest dose activity change, negative = growth inhibition, hits mostly inhibitors; hit rate 15% among 420,000; AID 686978, 2013; note: nearly all actives have a fitted effect of over 55% in size
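Seeded 400 DT40-hTDP1 cells/well (vehicle DMSO, no 20 nM CPT); pinned compounds; ≥48 hr at 37 °C; CellTiter-Glo luminescence as viability measure.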
TDP1 block = qHTS Assay for Inhibitors of Tyrosyl-DNA Phosphodiesterase (TDP1); recombinant TDP1, AlphaScreen DNA substrate cleavage; Potency, µM (titrated, usually from 130 µM), without a hit: at the highest dose activity change, negative = inhibition, actives largely listed as inhibitors; hit rate 0.28% among 350,000; note: nearly all actives have a fitted effect of over 40% in size
Target sequence (Q9NUW8 whole entry, looked up): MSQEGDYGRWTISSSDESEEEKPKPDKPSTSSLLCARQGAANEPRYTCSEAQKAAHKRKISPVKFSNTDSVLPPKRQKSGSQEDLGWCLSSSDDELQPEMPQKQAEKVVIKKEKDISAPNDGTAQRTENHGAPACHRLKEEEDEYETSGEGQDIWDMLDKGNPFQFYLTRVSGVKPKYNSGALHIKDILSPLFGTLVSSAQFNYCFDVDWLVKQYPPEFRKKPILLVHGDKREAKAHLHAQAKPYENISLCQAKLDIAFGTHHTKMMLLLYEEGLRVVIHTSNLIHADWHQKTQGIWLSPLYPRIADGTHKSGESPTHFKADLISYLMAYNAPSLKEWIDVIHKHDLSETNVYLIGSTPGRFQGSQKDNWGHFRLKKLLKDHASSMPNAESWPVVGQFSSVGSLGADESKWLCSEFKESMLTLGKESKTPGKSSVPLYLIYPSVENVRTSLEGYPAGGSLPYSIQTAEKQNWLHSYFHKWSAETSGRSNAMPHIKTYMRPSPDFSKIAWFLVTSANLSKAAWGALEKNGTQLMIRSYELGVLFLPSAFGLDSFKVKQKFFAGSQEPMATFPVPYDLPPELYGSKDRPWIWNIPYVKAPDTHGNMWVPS
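Enzyme-compound mixtures sat 15 min at room temperature, followed by a 5 min reaction with 15 nM final substrate and 10 min with AlphaScreen beads. Recombinant human Tdp1 was used at 1 nM final.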
DT40 TDP1 CPT = qHTS for Inhibitors of human tyrosyl-DNA phosphodiesterase 1 (TDP1): qHTS in cells in presence of CPT. Potency, µM (top dose mostly 46.2 µM), for inactives: at the top dose activity change, negative = growth inhibition, actives largely listed as inhibitors. hit rate 12% among 420,000. chicken DT40 Tdp1-/-;hTDP1 cells + 20 nM CPT, ATP luminescence, 48 h; note: nearly all actives have a fitted effect of over 55% in size
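Chicken DT40 Tdp1-/- cells complemented with human TDP1, 400 cells/well, exposed to compounds plus 20 nM camptothecin for at least 48 h at 37 C; viability read as ATP content by CellTiter-Glo luminescence.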
An asterisk follows results filed as active; ? = inconclusive; . = no result given; & = joins results of further samples; [ ] = dose if it differs, or a comment. Calls come from the whole dose curve; as a rule, active = well fitted curve in the direction sought with a large enough effect; inconclusive = small, poorly fitted or top-dose-only effect, or another doubt; inactive = no such curve, though single readings can be large; an effect the other way counts as inactive or inconclusive. % is set by controls: 0 for no effect and ±100 for the full control effect; potency is the fitted concentration of half-maximal effect.

SMILES | TDP1 cell noCPT | TDP1 block | DT40 TDP1 CPT
COC(=O)c1ccc(NC(=O)CN2CCN(c3ccccn3)CC2)cc1 | 3% | 0% | -18%
Cc1ccsc1C(=O)NNC(=O)c1ccc(NS(=O)(=O)c2cccs2)cc1 | 1% | 1% | -2%
CC1CN(C2CCN(C(=O)c3ccccc3)CC2)CC(C)O1 (centres undefined) | -1% | 2% | -11%
CCNC(=S)Nc1ccc(C)c(Cl)c1 | -21% | -3% | -12%
CN(C)c1ccc(C(CNC(=O)c2ccccc2C(F)(F)F)N2CCOCC2)cc1 (centres undefined) | -20% | 4% | -10%
O=S(=O)(c1ccc(Br)cc1)N1CCN(c2ccccc2)CC1 | -2% | . | 13%
O=C(c1ccc(C#CC2(O)CCCCC2)cc1)N1CCN(C(c2ccccc2)c2ccccc2)CC1 | ? | 9% | ?
COc1ccc(-c2nc3cnc(N4CCOCC4)nc3n(C3CC3)c2=O)cc1 | 14% | . | 12%
NS(=O)(=O)c1cccc(NC(=O)COC(=O)c2ccccc2C(=O)c2ccccc2)c1 | -9% | 0% | -10%
COC(=O)COc1cccc2c(=O)n(CC(=O)NCc3ccccc3)ccc12 | 2.1µM* | . | 1.8µM*
Cc1cc(C)nc(SCCS(=O)Cc2ccc(Cl)cc2)n1 (centres undefined) | -6% | 3% | -28%
CCOC(=O)C1=C(N)n2c(s/c(=C\c3cccnc3)c2=O)=C(C(=O)OC)C1c1cccnc1 (centres undefined) | -29% | . | -27%
CCN1C(=O)C(CC(=O)NCc2ccc(Cl)cc2)N(CC)C1=O (centres undefined) | -2% | 10% | 0%
Cc1ccc(N2C(=O)N(C(C)C)C(C)(C)CC2(C)O)cc1 (centres undefined) | ? | 5% | -24%
COC(=O)c1ccc(NC(=O)c2cccc(OC)c2)cc1 | ? | -5% | ?
CCOc1cccc(N2C(=O)CC(N3CCC(C(N)=O)(N4CCCCC4)CC3)C2=O)c1 (centres undefined) | 5% | -4% | -1%
CCC(C)(C)NC(=O)C(c1ccc(O)cc1)N(C(=O)Cn1nnc2ccccc21)c1ccc(NC(C)=O)cc1 (centres undefined) | 3% | 4% | -10%
COc1cc(/C=N/NS(=O)(=O)c2ccc(C(C)(C)C)cc2)cc([N+](=O)[O-])c1O | -10% | . | 1%
COc1ccc(NS(=O)(=O)c2ccc(Oc3ncccn3)cc2)cc1 | ? | -7% | ?
COc1cccc(Oc2ncnc(N)c2[N+](=O)[O-])c1 | -11% | . | 3%
CC(C)C(=O)Nc1nnc(SCc2cccc(F)c2)s1 | 11% | 6% | -28%
C[C@H]1CN([C@@H](C)CO)C(=O)c2cccc(NC(=O)c3ccc(-c4nccs4)cc3)c2O[C@@H]1CN(C)C(=O)NC1CCCCC1 | ? | 1% | ?
CCc1nnc(NS(=O)(=O)c2ccc(N)cc2)s1 | 0%&3% | 7% | 9%&25%
CC(=O)N1CCc2nc3sc(C(=O)c4ccc(F)cc4)c(N)c3c(C(F)(F)F)c2C1 | 21µM* | 6% | ?
CCOc1cc(CNCCSc2nnnn2C)cc(Br)c1OCc1ccc(F)cc1 | ? | 5% | ?
Cn1nccc1C(=O)N1CCCC(C(=O)c2cccc3ccccc23)C1 (centres undefined) | 23µM* | 5% | ?
COc1ccc(CCNC(=O)CCCn2c(=O)c3cccn3c3cccnc32)c(OC)c1OC | ? | 2% | ?
Cc1c(NS(=O)(=O)c2cc(C(=O)NC(C)c3ccccc3)ccc2Cl)c(=O)n(-c2ccccc2)n1C (centres undefined) | 4% | 0% | ?
CCCSc1nnc2n(N)c(=O)c3ccccc3n12 | -18% | -2% | -8%
CC(=O)N1CCN(C(=O)c2cccc(S(=O)(=O)Nc3c(C)n(C)n(-c4ccccc4)c3=O)c2)CC1 | -14% | -3% | -5%
CCNC(=S)NNC(=O)c1ccc(S(=O)(=O)NCc2ccco2)cc1 | -26% | 1% | ?
Cc1ccccc1C1(CC(=O)N2CCN(C)CC2)CC(=O)N(Cc2ccncc2)C1=O (centres undefined) | -1% | . | -13%[9.04 µM]
CCNc1nc(ON=C(C)C)nc(N(C)C)n1 | ? | 0% | ?
CCOc1ccc(C2C=C(c3ccccc3)Nc3nnnn32)cc1 (centres undefined) | ? | 2% | -23%
COC(=O)c1ccc2c(=O)n(C3CCCCC3)c(SCC#N)nc2c1 | 23µM* | 2% | 12µM*
COc1ccc(-c2noc(CN(C(=O)c3cc(OC)c(OC)cc3OC)C(C)C)n2)cc1 | ? | 3% | ?
O=C(CCOc1ccccc1)N(Cc1cccnc1)c1nc2c(Cl)cccc2s1 | 2.1µM* | -8% | 1.3µM*
CC(C)OC(=O)c1cc2c(ccn2C)n1CC(=O)N(Cc1ccccc1)c1ccccc1 | 16µM* | 8% | ?
O=C(CSc1nnc(-c2cccs2)o1)Oc1ccccc1 | -14% | 11% | 1%
O=[N+]([O-])c1ccc(-c2nnc3cccc(Cl)n23)cc1 | ? | . | -2%
O=C(O)c1ccccc1NCCO | -3% | 1% | 25%
COc1ccc(CN(CC(=O)NCC2CCCO2)C(=O)CCC(=O)Nc2cc(C)on2)cc1 (centres undefined) | -10% | 0% | -9%
Oc1[nH]c(=S)sc1C=C1N=c2ccccc2=N1 | -25% | 6% | -2%
CCOc1cc(S(=O)(=O)n2cc(-c3ccc(F)cc3)c(N)n2)cc(OCC)c1OCC | 13µM* | 1% | ?
O=C(c1ccc(Cl)c(S(=O)(=O)N2CCCCC2)c1)N1CCCC(C(F)(F)F)C1 (centres undefined) | ? | 1% | -21%
Clc1ccc2oc(SCc3cccnc3)nc2c1 | -11% | . | -4%
COC(=O)c1c(C)sc(-c2c(-c3ccc4c(c3)OCCO4)[nH]c3c2c(=O)[nH]c(=O)n3C)c1O | 21µM* | -11% | ?
Cc1ccc(S(=O)(=O)NCCc2nnc3ccc(SCC(=O)Nc4ccc(OC(F)(F)F)cc4)nn23)cc1 | -25% | -3% | ?
Cc1cc(F)ccc1NS(=O)(=O)c1c(C)nc2scc(C)n2c1=O | ? | -3%&5% | -23%&-18%
CCC(C)N1CCC2(CC1)N=c1c(c3c4c5c(C)c(O)c3c(O)c1=NC(=O)C(C)=CC=C[C@H](C)[C@H](O)[C@@H](C)[C@@H](O)[C@@H](C)[C@H](OC(C)=O)[C@H](C)[C@@H](OC)C=CO[C@@](C)(O5)C4=O)N2 (some centres undefined) | 18µM* | . | 13µM*

Some of the entries so far, as labelled records:
Oc1[nH]c(=S)sc1C=C1N=c2ccccc2=N1
  TDP1 cell noCPT: -25%; TDP1 block: 6%; DT40 TDP1 CPT: -2%

CCOc1cc(S(=O)(=O)n2cc(-c3ccc(F)cc3)c(N)n2)cc(OCC)c1OCC
  TDP1 cell noCPT: 13µM*; TDP1 block: 1%; DT40 TDP1 CPT: ?

O=C(c1ccc(Cl)c(S(=O)(=O)N2CCCCC2)c1)N1CCCC(C(F)(F)F)C1 (centres undefined)
  TDP1 cell noCPT: ?; TDP1 block: 1%; DT40 TDP1 CPT: -21%

Clc1ccc2oc(SCc3cccnc3)nc2c1
  TDP1 cell noCPT: -11%; TDP1 block: .; DT40 TDP1 CPT: -4%

Some of the entries so far, with tabs.
canonical_smiles	TDP1 cell noCPT	TDP1 block	DT40 TDP1 CPT
CCOc1cc(S(=O)(=O)n2cc(-c3ccc(F)cc3)c(N)n2)cc(OCC)c1OCC	13µM*	1%	?
O=C(c1ccc(Cl)c(S(=O)(=O)N2CCCCC2)c1)N1CCCC(C(F)(F)F)C1 (centres undefined)	?	1%	-21%
Clc1ccc2oc(SCc3cccnc3)nc2c1	-11%	.	-4%
COC(=O)c1c(C)sc(-c2c(-c3ccc4c(c3)OCCO4)[nH]c3c2c(=O)[nH]c(=O)n3C)c1O	21µM*	-11%	?
Cc1ccc(S(=O)(=O)NCCc2nnc3ccc(SCC(=O)Nc4ccc(OC(F)(F)F)cc4)nn23)cc1	-25%	-3%	?
Cc1cc(F)ccc1NS(=O)(=O)c1c(C)nc2scc(C)n2c1=O	?	-3%&5%	-23%&-18%

The results go on.
SMILES | TDP1 cell noCPT | TDP1 block | DT40 TDP1 CPT
Cc1nnsc1C(=O)NNS(=O)(=O)c1ccccc1 | -5% | -2% | -5%
CCOC(=O)c1ccc(N=c2sc(C(=O)OC)cc(=O)n2Cc2ccc3c(c2)OCO3)cc1 | 6.5µM* | 1% | 6.5µM*
O=C(OCC(=O)N1CCCc2ccccc21)c1cccc(S(=O)(=O)N2CCOCC2)c1 | -3% | 2% | -1%
Cc1ccccc1Oc1nc2c(C)cccn2c(=O)c1/C=C(\C#N)C(=O)NC1CCS(=O)(=O)C1 (centres undefined) | 21µM* | 3% | 12µM*
COC(=O)C1C(O)=C(C=Nc2cccc3ccccc23)C(=O)CC1(C)C (centres undefined) | ? | -5% | -8%
O=C(Cn1c(=O)c2cccn2c2ccc(F)cc21)N1CCN(c2ccc(F)cc2)CC1 | ? | 3%&1% | ?
CCOC(=O)c1[nH]cnc1C(=O)O | -18% | 6% | -7%
CC1CCN(C(=O)C2CCCN(c3ncnc4c3nc3n4CCCCC3)C2)CC1 (centres undefined) | ? | 3% | ?
CCC/C=C/c1ccc(CN2C(C)C(=O)N(Cc3cn(CC4CCCCC4)nn3)CCS2(=O)=O)cc1 (centres undefined) | 21µM* | . | ?
C#Cc1ccc([C@@H]2C=C(C(=O)O)O[C@H](OCc3ccc(CO)cc3)C2)cc1 | 0% | . | 0%
CCOC(=O)C1CCCN(C(=O)CNC(=O)c2ccc(Br)o2)C1 (centres undefined) | 11% | -2% | -13%
CC(=O)Oc1ccc(Cn2c(C)c(C(=O)N(C)Cc3ccc(F)cc3)sc2=O)cc1 | ? | . | ?
Cc1nc2nc(C(F)(F)F)[nH]n2c(=O)c1Cc1ccccc1 | -19% | -1% | -5%
Cc1ccc(S(=O)(=O)N2CCC(N3CCC(C)CC3)CC2)cc1 | -3% | 1% | -22%
CCCCc1ccc(NC(=S)NCCO)cc1 | -1% | -4% | 9%
COc1cc(/C=C(/C#N)C(=O)Nc2ccccc2)ccc1OCc1ccc(C(=O)O)cc1 | ? | -13% | -22%
O=[N+]([O-])c1ccc(CSc2nnc3ccccn23)cc1 | 7% | 4% | 10%
CC(C)Cn1c2c(c(O)c(C(=O)Nc3nccs3)c1=O)CCCC2 | ? | 2% | 16µM*
CCOC(=O)C1=C(CN2CCN(c3ccc(OC)cc3)CC2)NC(=O)NC1c1ccc(Cl)cc1 (centres undefined) | 15µM* | 12% | 21µM*
O=C(NCc1ccccc1)c1cc(C2CCCCN2C(=O)c2cccs2)on1 (centres undefined) | ? | . | 18µM*
CCOC(=O)/C=c1/s/c(=C/c2ccc3cc(OC)ccc3c2)c(=O)n1CC(=O)NCC1CCCO1 (centres undefined) | 10µM* | . | 16µM*
CCc1cc(=O)oc2cc(C)cc(OCC(=O)N3CCC[C@@H]3C(=O)O)c12 | -3% | . | -1%
COc1ccc(CC(=O)NCc2nnc(SCC(=O)c3ccc(OC)cc3)n2C)cc1 | -12% | -3% | -10%
CCOC(=O)C1(C)CCCN(C(=O)c2ccc3ccccc3c2)C1 (centres undefined) | ? | . | ?
CCOc1ccc(C(=O)CC(NCc2cccs2)C(=O)O)cc1 (centres undefined) | 16µM* | -3% | 8.2µM*
CC(C)(CO)NC(=O)CC1C(=O)NCCN1CC(c1ccccc1)c1ccccc1 (centres undefined) | -1% | -5% | 1%
O=c1c2ccccc2cnn1-c1nc2ccccc2[nH]1 | 3.7µM* | -3% | 4.1µM*
Cc1cc(N2CCCCC2)n2ncc(-c3ccc(Cl)cc3)c2n1 | ? | 4% | 13µM*
Cc1c(C(=O)N2CCN(c3ccc(F)cc3)CC2)sc2nc(-c3ccccc3)cn12 | -28% | 6% | -25%
Cc1nn(C)c(Oc2ccccc2)c1[N+](=O)[O-] | -2% | 1% | ?
O=C(NCc1ccccc1)C1=C[C@H](C2CCCCC2)C[C@H](OCc2ccc(CO)cc2)O1 | ? | 0% | ?
COC(=O)c1c(-c2ccc(OC)cc2)sc2cc(OC)c(OC)cc12 | ? | -14% | ?
CS(=O)(=O)N1CCC(Oc2cccc(C(=O)NCCCC3CCCC3)c2)CC1 | 21µM* | . | ?
O=S(=O)(c1ccc2c(c1)CCCC2)N1CCN(c2nc(-c3cccs3)nc3ccccc23)CC1 | ? | 2% | ?
CCOc1ccc(C(=O)/C=C/Nc2ccc(S(=O)(=O)N=C(N)N)cc2)cc1 | -14% | 0% | ?
CCOc1ccc(C(=O)CCNC(Cc2cnc[nH]2)C(=O)O)cc1 (centres undefined) | -9% | 1% | -12%
COc1cc2nc(CN3CCC(Cc4ccccc4)CC3)[nH]c(=O)c2cc1OC | ? | 7% | ?

Screening results from PubChem BioAssay.
